FUS suppressor – suppressors of FUS proteinopathy in yeast. 390,000 tested, 0.24% active. S. cerevisiae FUS-expressing, growth rescue, OD600, 24 h. Potency, µM (series often up to 76.6 µM), for inactives: top-dose growth rescue (activation), hits mostly activators;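 note: potency is the fitted concentration of half-maximal effect; plate controls were DMSO vehicle for no effect and reference control for full effect; nearly all actives have a fitted effect of over 55% in size; some results filed as inactive show a strong effect at the top dose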
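FUS-expressing yeast, raffinose-pregrown, induced in 2% galactose minimal medium at OD 0.005; compounds in a dilution series, 24hr at 30C. Growth restoration read as absorbance at 600 nm. CP55940 positive control, DMSO negative.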
WRN inhibitor – blocks human WRN helicase | Q14191 | WRN helicase unwinding, fluorescent forked duplex, kinetic | Potency, µM (doses to about 114 µM), without a hit: at the top dose activity change, negative = inhibition, usual class: inhibitors | 360,000 tested, 0.46% active; note: potency is the fitted concentration of half-maximal effect; % is set by controls: 0 for no effect and ±100 for the full control effect; nearly all actives have a fitted effect of over 55% in size
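Fluorescence dequenching readout, ex 525 nm/em 598 nm, kinetic mode: forked duplex DNA (100 nM final) with adjacent fluorophore and quencher unwound by WRN (20 nM final) with 2 mM ATP. Compound preincubation 15 min, room temperature.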
EPAC1 antagonist – blocks human EPAC1 exchange factor; O95398; EPAC1 GEF assay, Rap1b-BODIPY-GDP exchange fluorescence; Potency, µM (doses to about 115 µM), inactives show at the top dose activity change, negative = inhibition, usual class: inhibitors; 360,000 tested, 0.14% active; AID 720709;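 note: potency is the fitted concentration of half-maximal effect; plate controls were vehicle for no effect and positive control for full effect; nearly all actives have a fitted effect of over 50% in size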
Abeta yeast res – compounds reversing amyloid beta toxicity in yeast. yeast expressing A-beta42, growth rescue, OD600, 48 h; response scale: 0% DMSO, 100% iron-clioquinol control. Potency, µM (series often up to 46.1 µM), without a hit: at the top dose growth rescue, most hits filed as activators. 410,000 tested, 0.063% active. AID 1347071; note: potency is the fitted concentration of half-maximal effect; nearly all actives have a fitted effect of over 55% in size
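Growth rescue measured by 600 nm absorbance after 48 h yeast culture at 30 C with compound. Values normalized between DMSO and an equimolar ferric chloride plus clioquinol control.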
PI5P4Ka inh – blocks human PI5P4K alpha kinase activity; PI5P4Kalpha enzyme, ADP-Glo luminescence, 60 min; stronger effect = lower value; P48426; 330,000 tested, 1.2% active; max response, %; active = max response of -50% or lower; inconclusive = between -30% and -50%; inactive = -30% or higher; note: value at the top dose of about 77 µM; % is set by controls: 0 for no effect and ±100 for the full control effect
Target sequence (P48426 whole entry, looked up): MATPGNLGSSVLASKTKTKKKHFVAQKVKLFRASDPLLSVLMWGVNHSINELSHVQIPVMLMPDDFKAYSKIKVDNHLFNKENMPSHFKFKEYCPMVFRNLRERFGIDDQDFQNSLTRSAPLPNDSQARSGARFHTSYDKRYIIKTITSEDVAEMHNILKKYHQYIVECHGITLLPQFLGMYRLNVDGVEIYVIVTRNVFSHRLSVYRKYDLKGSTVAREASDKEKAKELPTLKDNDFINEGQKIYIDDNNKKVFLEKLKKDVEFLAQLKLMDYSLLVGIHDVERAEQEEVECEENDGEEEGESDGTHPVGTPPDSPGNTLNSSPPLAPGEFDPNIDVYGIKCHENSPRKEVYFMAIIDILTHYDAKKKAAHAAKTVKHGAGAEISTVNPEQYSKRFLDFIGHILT
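Compounds were pin-transferred onto PI5P4Kalpha and substrate in HEPES pH 7.4 buffer with EGTA, CHAPS and 5% DMSO. ATP (5 microM final) started the reaction, which ran 60 minutes at room temperature before ADP-Glo detection.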
aSyn yeast inh – inhibitors of alpha-synuclein toxicity in yeast. Yeast expressing alpha-synuclein, growth rescue, BacTiter-Glo, 24 h. Potency, µM (series often up to 46.1 µM), for the others: top-dose growth rescue (activation), hits mostly activators. 370,000 tested, 0.14% active; note: potency is the fitted concentration of half-maximal effect; % of control where 0% means no effect; nearly all actives have a fitted effect of over 65% in size
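Readout is rescue of growth in alpha-synuclein-expressing yeast, so inhibitors of toxicity appear as activators. Growth after 24 hr at 30 deg C in galactose medium is quantified by luminescence.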
PLK1 PBD inh – blocks phosphopeptide binding to human PLK1 polo-box domain. P53350. Plk1 PBD binding of FITC phosphopeptide, fluorescence polarization. Potency, µM, without a hit: max response, negative = inhibition, actives largely listed as inhibitors. 360,000 tested, 2.8% active; note: potency is the fitted concentration of half-maximal effect; series mostly up to about 57 µM; % is set by controls: 0 for no effect and ±100 for the full control effect; nearly all actives have a fitted effect of over 65% in size
Target sequence (P53350 whole entry, looked up, the tested form may be a part): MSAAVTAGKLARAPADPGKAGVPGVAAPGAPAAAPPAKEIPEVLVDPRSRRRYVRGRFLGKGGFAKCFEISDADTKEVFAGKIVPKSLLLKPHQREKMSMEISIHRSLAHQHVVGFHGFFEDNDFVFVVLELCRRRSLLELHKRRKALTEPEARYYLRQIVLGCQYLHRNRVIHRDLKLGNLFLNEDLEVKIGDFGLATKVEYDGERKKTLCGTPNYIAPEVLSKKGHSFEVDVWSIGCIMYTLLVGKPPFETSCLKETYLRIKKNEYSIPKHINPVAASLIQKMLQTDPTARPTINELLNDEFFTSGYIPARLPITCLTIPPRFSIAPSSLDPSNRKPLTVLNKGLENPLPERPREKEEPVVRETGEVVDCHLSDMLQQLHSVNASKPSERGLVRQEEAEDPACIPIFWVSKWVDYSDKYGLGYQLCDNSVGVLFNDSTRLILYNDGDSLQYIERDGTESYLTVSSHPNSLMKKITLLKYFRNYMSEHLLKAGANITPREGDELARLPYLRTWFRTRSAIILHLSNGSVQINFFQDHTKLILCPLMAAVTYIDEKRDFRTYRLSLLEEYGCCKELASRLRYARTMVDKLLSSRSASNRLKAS
EPAC1 ag – EPAC1 (human) agonism; O95398; EPAC1 agonist qHTS, biochemical assay; response scale: 100% = response to 6.5 mM cAMP; Potency, µM (doses to about 154 µM), for the others: at the highest dose activation, actives largely listed as activators; 360,000 tested, 0.073% active; AID 720707; note: potency is the fitted concentration of half-maximal effect; nearly all actives have a fitted effect of over 60% in size
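Fluorescent GDP-exchange assay: 100 nM EPAC1 with 250 nM Rap1B preloaded with BODIPY-GDP and 50 uM GDP; compounds tested as concentration series, 5 min at room temperature, then read every 5 min for 30 min (ex 480/em 540 nm); normalized to 6.5 mM cAMP.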
IL2 activator – activators of IL-2. AID 652025. 360,000 tested, 0.065% active. IL-2 activation reporter assay, cell-based qHTS; stimulated with anti-CD3/CD4/CD28 beads; in transgenic mouse T cells. activation, % (series mostly up to about 46 µM); in the data active = activation above about 50%; inconclusive = mostly about 30% to 49%; note: 0% is about no effect
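Unstimulated transgenic mouse T cells preincubated 60 min with compound, then stimulated with anti-CD3/anti-CD4-coated beads plus anti-CD28 for 18 h at 37 degrees C. IL-2 response read as EGFP and DsRed fluorescence by plate cytometry.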
* marks the source's active call; other numbers are inactive results; ? = inconclusive; nt = no result given; & = joins results of further samples; [ ] = remark or other dose. Unless noted, calls come from the whole dose curve; as a rule, active = well fitted curve in the direction sought with a large enough effect; inconclusive = small, poorly fitted or top-dose-only effect, or another doubt; inactive = no such curve, though single readings can be large; an effect the other way counts as inactive or inconclusive. Not a hit list. About 4.1% of those tested had a hit in this group.

canonical_smiles,FUS suppressor,WRN inhibitor,EPAC1 antagonist,Abeta yeast res,PI5P4Ka inh,aSyn yeast inh,PLK1 PBD inh,EPAC1 ag,IL2 activator
CC(C)C[C@H](NC(=O)c1nc[nH]c1C(=O)N1CCN(c2ccccc2)CC1)C(=O)OCc1ccccc1,?,-4%,-20%,1%,5,9%,-9%,-16%,0.4
Cc1ccc2c(CN3CCC(C)CC3)cc(=O)oc2c1C,-38%,2%,-12%,7%,0,5%,1%,-3%,-4.8
CC1=CC(C)(C)N2C(=O)C3(C(C#N)=C(N)OC4=C3C(=O)CC(C)(C)C4)c3cc(C)cc1c32 (stereo not drawn),15%,-1%,-5%,-7%,nt,-1%,-6%,4%,-0.9
CCCCOC(=O)C1CCCC(C(=O)OCCCC)N1 (stereo not drawn),-42%,-20%[57.1 µM],12%,-1%,2,3%,-2%,-12%,-0.9
CCOC(=O)C(C)(C)Sc1nc2c(cnn2-c2ccc(Cl)cc2)c(=O)[nH]1,-20%,5%,-23%,7%,5,15%,?,-7%,-2.1
O=C(NCc1ccccc1Cl)[C@H]1CCCN1C(=O)[C@H]1CCCN1,-13%,1%,1%,-10%,6,-11%,-4%,-9%,0.0
COc1cccc(-c2ccc3c(c2)C2CC3CCN2C(=O)c2ccc(-c3ccccc3)cc2)c1 (stereo not drawn),32%,-3%,179%[activator],-12%,-6,0%,-3%,-61%[inhibitor],-3.6
Cc1nc(C)c(-c2ccc(SCC(=O)Nc3ccc(C)c(Cl)c3)nn2)s1,3%,-13%,1%,-5%,1,-5%,-15%,18%,0.2
COCCn1c(C)cc(C(=O)COC(=O)c2c(C)nn(Cc3ccccc3)c2C)c1C,39%,-4%,-3%,10%,-4,2%,3%,-2%,-0.5
COc1ccc(C)cc1NC(=O)c1cc2ccccc2o1,1%,5%,-1%,10%,3,-11%,1%,-1%,2.8
COc1ccccc1NC(=O)c1ccc(NC(=O)COC(=O)c2cccnc2Cl)cc1,nt,4%,-5%,1%,-1,0%,-5%,-7%,-3.0
COc1cc(/C=N/Nc2ccccn2)ccc1OCC(C)C,29%,-18%,?,-1%,3,7%,-6%,-17%,-1.9
O=C(CSc1nnc(-c2ccccc2F)o1)NC(=O)Cc1ccccc1,-25%,1%,5%,-7%,0,-5%,2%,1%,0.5
COc1ccccc1C1/C(=C(/O)c2cnn(-c3ccccc3)c2C)C(=O)C(=O)N1CCN(C)C (stereo not drawn),9%,-1%,9%,-20%,6,6%,0%,-5%,0.8
CC1CCN(C(=O)c2ccc3c(=O)n4c(nc3c2)CCCCC4)CC1,3%,-7%,-28%,-7%,-4,4%,7%,-11%,-0.3
c1ccc(-c2cc3nc(NCc4cccs4)ccn3n2)cc1,7%,-16%,-9%,?,3,10%,-2%,17%,0.6
CCC1CC(CSc2ncn[nH]2)OC1=O (stereo not drawn),-1%,3%,0%,2%,nt,-5%,-6%,7%,0.8
Cc1cc(C)cc(NC(=O)CSc2ccc(-c3ccco3)nn2)c1,40%,-16%,?,-16%,-22,-4%,?,8%,-4.9
C=CC[C@H](CC(=O)OC(C)(C)C)C(=O)OC[C@@H]1CCCN1C(=O)[C@@H](CC=C)CC(=O)N[C@H](CO)Cc1ccccc1,?,-5%,0%,-2%,9,-2%,-4%,-23%,-2.0
COC(=O)[C@]1(CC(C)C)N[C@H](c2ccc(-c3ccc4c(c3)OCO4)cc2)[C@@H]2C(=O)N(C)C(=O)[C@@H]21,2%,-2%,-4%,5%,6,-1%,5%,6%,0.4
Cc1n(CC(O)COC2CCCCC2)c2ccccc2[n+]1C (stereo not drawn),-21%,7%,16%,15%,-10,-2%,1%,-1%,-0.1
O=C(C1CCCO1)N1CCC(O)(c2ccccc2)CC1 (stereo not drawn),13%,1%,8%,14%,0,-3%,-1%,3%,1.4
CC(C)(C)c1cc(NS(=O)(=O)c2ccc3c(c2)OCCO3)on1,30%,-6%,-8%,?,8,-2%,-4%,1%,-0.1
CCOC(=O)CNc1nc(Oc2ccc(=O)n(C)n2)nc(N(CC)CC)n1,4%&0%,6%,-3%,6%&-3%,1,0%&4%,-16%,3%,0.7
COc1ccc(CCNS(=O)(=O)c2ccc(Br)s2)cc1,-5%,-5%,-11%,-21%,-1,1%,-4%,14%,-1.7
COc1ccc(C/C(N)=N/n2cnnc2)cc1Cl,-21%,12%,-5%,-5%,3,-5%,-12%,15%,0.7
Cc1[nH]c2ccccc2c1C(=O)C(=O)N(C)C1CCCCC1,24%,1%,4%,9%,3,6%,-18%,-3%,-4.5
Cc1nnc(SCC(=O)Nc2ncc3c(n2)CC(c2ccccc2)CC3=O)s1 (stereo not drawn),8%,-15%,-6%,8%,6,1%,-15%,0%,2.4
CCc1sc(-c2ccccc2)nc1C(=O)OC,-7%,-7%,3%,-10%,-3,-1%,-4%,0%,2.5
CCOC(=O)C1CCN(C(=S)Nc2cc(C)ccc2C)CC1,-1%,-30%[57.1 µM],-6%,-4%,-1,-10%,-7%,-2%,0.8
Cc1ccc(NC(=O)COC(=O)COc2cccc3c2OC(C)(C)C3)cc1S(=O)(=O)N1CCOCC1,17%,-7%,-9%,8%,8,-7%,-3%,12%,-3.6
C[C@H](CO)N1C[C@H](C)[C@H](CN(C)C(=O)Nc2cccc(C(F)(F)F)c2)OCc2cnnn2CCCC1=O,10%,3%,-15%,-11%,0,-20%,-15%,-15%,-0.9
Cc1ccc(NC(=O)Cn2nnc(-c3ccccc3-n3cnnn3)n2)c(C)c1,-4%,-4%[57.1 µM],-9%,-7%,-7,-2%,-9%,-6%,0.4
CC1(C(=O)NS(=O)(=O)c2ccc(Cl)cc2)CCN1C(=O)COc1ccc(Cl)cc1 (stereo not drawn),-8%,-1%,7%,1%,-5,-2%,1%,-3%,0.9
O=C1N=c2ccccc2=C1c1c(O)n(-c2cccc(F)c2)[nH]c1=O,28%,?,6%,16%,?,29%,5.3µM*,-2%,-0.4
COc1ccc(NS(=O)(=O)c2cccc(C(=O)NCC(c3ccco3)N(C)C)c2)cc1 (stereo not drawn),12%,-4%,-1%,-3%,2,1%,5%,13%,-3.2
COc1cccc(S(=O)(=O)Nc2ccc3c(c2)C(=O)N(C)C[C@H](OC)[C@H](C)CN[C@@H](C)CO3)c1,-9%,1%,8%,-11%,7,-8%,-1%,-2%,-0.6
CCOC(=O)c1cc(NC(=O)Nc2ccccc2Cl)c(C)nc1C,-12%,0%[57.1 µM],-1%,-8%,2,-2%,-17%,11%,1.4
CCN(CC)C(=O)c1cccc(NC(=O)C2=COCCO2)c1,4%,1%,-3%,4%,4,-2%,-11%,4%,-0.4
O=C(NCC(c1ccco1)N1CCCC1)c1ccccc1Sc1ccc(C(F)(F)F)cc1[N+](=O)[O-] (stereo not drawn),30%,-20%,-14%,15%,2,-2%,-7%,?,-0.8
CC(C)CCn1c(=O)c2c(nc3n2CCCN3Cc2ccccc2)n(C)c1=O,32%,-2%,-19%,-18%,8,2%,-6%,-6%,-0.5
COc1ccc2c(=O)cc(C(=O)O)oc2c1,14%,0%,-17%,2%,-17,-2%,-15%,7%,0.4
COc1cccc(N2CC(NC(=O)C(=O)c3c[nH]c4ccccc34)CC2=O)c1 (stereo not drawn),-4%,-7%,3%,-11%,4,-2%,-2%,-5%,-1.2
COc1ccc(Cn2c(=S)[nH]c3cc(C(=O)N4CCN(c5ccccc5)CC4)ccc3c2=O)cc1,3%,8%,-7%,-6%,-10,-7%,-1%,8%,-1.3
O=C1N=C(N2CCC(Cc3ccccc3)CC2)S/C1=C/c1cn[nH]c1-c1ccccc1,41%,-4%,-19%,-7%,nt,1%,-3%,7%,-3.5
O=C1CC(NS(=O)(=O)c2cccs2)CN1c1ccccc1 (stereo not drawn),9%,-5%,-3%,10%,1,2%,4%,-43%,1.3
CCC(=O)c1cc2c(C)cc(=O)oc2c(C)c1OC(=O)C(C)C,11%,-30%[57.1 µM],0%,-17%,8,-7%,-9%,-3%,-0.2
COC(=O)c1c(-c2ccc(C)cc2)csc1NC(=O)Cc1ccc(OC)c(OC)c1,nt,-28%,6%,0%,-7,1%,-22%,3%,-4.2
CC(Oc1ccccc1F)C(=O)NNC(=O)Cc1ccc(S(=O)(=O)N2CCOCC2)s1 (stereo not drawn),6%,-2%,0%,2%,-10,5%,-3%,8%,0.7
Cc1ccc(C)c(N2CCN(C(=O)CCCn3c(=S)[nH]c4cc5c(cc4c3=O)OCO5)CC2)c1,?,-17%,-14%,-8%,2,nt,-8%,0%,1.3

Reformatted: entries from further up.
Value order – FUS suppressor	WRN inhibitor	EPAC1 antagonist	Abeta yeast res	PI5P4Ka inh	aSyn yeast inh	PLK1 PBD inh	EPAC1 ag	IL2 activator
> O=C1N=C(N2CCC(Cc3ccccc3)CC2)S/C1=C/c1cn[nH]c1-c1ccccc1
    41%	-4%	-19%	-7%	nt	1%	-3%	7%	-3.5
> O=C1CC(NS(=O)(=O)c2cccs2)CN1c1ccccc1 (stereo not drawn)
    9%	-5%	-3%	10%	1	2%	4%	-43%	1.3
